Compound activity deposited in PubChem by several laboratories.
Neddyl block – inhibitors of cullin neddylation, primary screen, biochemical, TR-FRET, uHTS, NAE and Ubc12; NEDD8-conjugating enzyme Ubc12 (Homo sapiens) + NEDD8-activating enzyme E1 regulatory …; calls only at 25 µM; 0.58% of 360,000 active; in the data active means inhibition above about 36%
Target sequence (P61081 whole entry, looked up): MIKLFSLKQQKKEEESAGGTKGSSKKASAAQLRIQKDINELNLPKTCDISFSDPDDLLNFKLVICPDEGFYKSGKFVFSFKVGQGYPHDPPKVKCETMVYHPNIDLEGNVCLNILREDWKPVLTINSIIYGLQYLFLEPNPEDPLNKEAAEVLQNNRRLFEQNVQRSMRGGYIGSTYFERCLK
Target sequence (Q13564 whole entry, looked up): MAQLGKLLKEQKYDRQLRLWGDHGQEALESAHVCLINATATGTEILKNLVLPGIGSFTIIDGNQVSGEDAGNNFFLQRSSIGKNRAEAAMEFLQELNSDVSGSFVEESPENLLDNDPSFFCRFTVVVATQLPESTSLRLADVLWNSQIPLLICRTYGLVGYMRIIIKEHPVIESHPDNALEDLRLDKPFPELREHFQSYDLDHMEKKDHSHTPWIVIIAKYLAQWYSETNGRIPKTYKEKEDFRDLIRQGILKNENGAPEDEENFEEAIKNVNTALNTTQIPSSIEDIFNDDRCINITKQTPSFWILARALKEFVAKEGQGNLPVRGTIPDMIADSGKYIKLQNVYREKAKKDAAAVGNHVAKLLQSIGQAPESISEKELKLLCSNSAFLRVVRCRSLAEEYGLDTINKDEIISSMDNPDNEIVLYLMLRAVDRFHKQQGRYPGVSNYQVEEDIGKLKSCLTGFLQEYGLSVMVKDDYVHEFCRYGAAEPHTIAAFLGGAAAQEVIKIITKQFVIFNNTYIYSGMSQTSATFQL
MsrA inh – bovine MsrA enzyme inhibitors, primary screen, biochemical, absorbance, HTS; inhibition, % at 15.5 µM; 0.75% of 360,000 active; AID 651718, 2012; purified bovine MsrA, absorbance read-out; in the data active means inhibition above about 4.5%;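 further: 0% = vehicle wells with enzyme and 100% = reference inhibitor wells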
CendR NRP1 mod – modulators of CendR peptide binding to NRP-1, primary screen, biochemical, fluorescence polarization, uHTS. FAM-RPARPAR peptide binding to NRP-1. inhibition, % at 25 µM. 0.85% of 360,000 active. AID 602438, 2012;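 active means inhibition or corrected inhibition above about 18%, plus a signal ratio from 0.5 to 1.5, limit read from the data, passing the limit was not always enough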; further: strong numbers were not always called active
MsrA act – bovine MsrA enzyme activators, primary screen, biochemical, absorbance, HTS; AID 602163, 2012; Methionine sulfoxide reductase A (Bos taurus); activation, % at 10.6 µM; purified bovine MsrA, absorbance read-out; 0.3% of 360,000 active; in the data active means activation above about 7.5%;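 further: 0% = vehicle and 100% = reference activator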
Rin1 Abl inh – inhibitors of Rin1-Abl protein binding, primary screen, biochemical, TR-FRET | Tyrosine-protein kinase ABL1 (Homo sapiens) + Ras and Rab interactor 1 (Homo sapiens), … | inhibition, % at 7.35 µM | 0.4% of 360,000 active | AID 588664, 2011; in the data active means inhibition above about 5%, passing the limit was not always enough
SKN-1 block – suppressors of acrylamide-induced Pgst-4::GFP reporter in worms, primary screen, SKN-1 inhibitor project, whole organism, uHTS, GFP/RFP fluorescence ratio, strain VP596; C. elegans VP596 Pgst-4::GFP/RFP ratio, 24 h; inhibition, % at 21.8 µM; 0.49% of 360,000 active;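 active means interference check ratio from 0.5 to 1.5 plus GFP to RFP signal ratio inhibition reaching or exceeding a fixed threshold, cut at about 30% in these data, passing the limit was not always enough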; further: some compounds called inactive have numbers as strong as hits
eLon inh – inhibitors of E. coli Lon protease, primary screen, biochemical, fluorescence polarization; inhibition, % at 7.94 µM; P0A9M0; purified E. coli Lon protease; 0.42% of 360,000 active; in the data active means inhibition above about 13%, passing the limit was not always enough;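 further: 0% = enzyme with probe and DMSO and 100% = no enzyme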
MT1-MMP act inh – blockers of MT1-MMP proenzyme processing, primary screen, HT1080 RFP-PRO-GFP cells, GFP/RFP fluorescence; GFP/RFP ratio fluorescence, overnight; percent of plate control window, DMSO zero; GFP/RFP ratio change, % at 20 µM; 0.061% of 360,000 active; AID 651647, 2012;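 active means GFP/RFP ratio change of at least 30% with cell ATP level not reduced by more than half and red fluorescence within 50% of control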; further: strong numbers were not always called active
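Compound: 20 µM single dose, 1% DMSO / System: HT1080 RFP-PRO-GFP cells / Controls: DMSO and RFP-L50D-GFP cell wells / Read-out basis: GFP/RFP fluorescence ratio / Schedule: overnight compound exposure at 37 °C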
FAS TE block – FAS thioesterase domain inhibitors, primary screen, biochemical, fluorescence intensity, uHTS; Fatty acid synthase (Homo sapiens), P49327; recombinant FAS-TE, OMFH fluorogenic substrate, fluorescence endpoint; inhibition, % at 15 µM; 0.67% of 360,000 active;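 active means compounds whose normalised, plate-corrected inhibition of enzyme fluorescence in the single-dose primary screen is 50% or more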;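 further: 0% = DMSO with enzyme and 100% = substrate without enzyme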
Starred values were filed as active, the others as inactive; i = inactive; . = not tested or not shown.

SMILES	Neddyl block	MsrA inh	CendR NRP1 mod	MsrA act	Rin1 Abl inh	SKN-1 block	eLon inh	MT1-MMP act inh	FAS TE block
C=CCOC(=O)C1=C(C)OC(N)=C(C#N)C1c1ccc2c(c1)OCO2 (centres undefined)	i	-0.1	-19	-2	1	-3	-7	2	5
CC(O)(C#CCN1CCOCC1)c1ccccc1 (centres undefined)	i	-1.4	12	-1	3	10	-5	1	-10
CCOC(=O)c1nnn(-c2nonc2N)c1CN1CCCC1	i	0.3	-7	0	-1	11	-8	-4	-2
Cc1ccc(SCC(=O)N2CCc3ccccc32)cc1	i	-1.2	-13	-3	3	6	-7	-3	11
CC(C)(C)c1ccc(C(=O)N2CCC(C(=O)NCCC3=CCCCC3)CC2)cc1	i	0.4	9	0	5	9	-1	4	44
O=C(CSc1nccc(=O)[nH]1)Nc1ccc2c(c1)OCCO2	i	-0.7	5	-7	1	-2	7	4	-9
O=C(O)CCc1nn2c3ccccc3n(CC(=O)O)c2nc1=O	.	0.6	15	-16	-2	-5	3	2	-8
FC(F)(F)c1ccc(-c2nc(=S)[nH][nH]2)cc1	i	0.3	-4	7	4	2	-7	2	0
CCOc1ccc(C(=O)Nc2c3c(nn2C(C)(C)C)CSC3)cc1OCC	i	-0.6	-10	4	2	9	1	1	-6
CCCSc1nc(=S)n(Cc2ccccc2)c(C)c1C(C)=O	i	1.8	3	-7	-4	-6	2	3	15
COc1cc(OC)cc(C(=O)OCC(=O)Nc2nnc(-c3ccccc3)o2)c1	i	-1.1	-14	-3	3	7	-1	5	-9
Cc1noc(NS(=O)(=O)c2ccc(NS(=O)(=O)c3ccc(C(C)(C)C)cc3)cc2)c1C	i	0.2	0	-1	-2	0	13	5	-3
COc1cc(C(C(=O)NC2CCCCC2)N(Cc2cccs2)C(=O)Cc2c[nH]c3ccccc23)cc(OC)c1OC (centres undefined)	i	-0.2	-9	-4	-4	0	11	-15	11
CCCn1c2ccccc2c2cnn(CC(=O)NCCOC)c(=O)c21	i	0.4	-8	0	-1	5	-12	4	-2
COc1ccc(-c2oc3ccccc3c(=O)c2OC(C)=O)cc1	.	2.5	-5	-8	-6	-1	-9	-14	9
CCN(CCn1cccn1)Cc1nc(-c2ccccc2)no1	i	-0.9	-3	-6	1	-10	4	-1	-1
CC1CCN(C(=O)COC(=O)CSc2ccc(C(N)=O)cc2[N+](=O)[O-])CC1	i	-0.5	13	-3	-1	13	-2	.	0
C1CN(c2nc3nonc3nc2N2C[C@H]3CC[C@H]2C3)CCS1	i	0.9	-3	-1	-3	8	-1	-2	-3
CC1(C(=O)Nc2ccc3nc[nH]c3c2)CCN1C(=O)C1(c2ccccc2)CC1 (centres undefined)	i	0.0	4	-2	-2	-5	13	3	-6
CC(=O)Nc1cc(C(=O)CSc2nnc(C3CC3)n2C2CC2)ccc1O	i	2.1	3	-12	0	-5	-2	2	0
Cn1nnnc1SCC(=O)N1N=C(c2cccs2)CC1c1cccs1 (centres undefined)	i	0.1	12	-3	-2	15	-6	2	4
CCCN(C(=O)Cc1coc2cc(OC)ccc12)C1CCS(=O)(=O)C1 (centres undefined)	i	-0.4	8	0	2	-5	-10	1	-4
Cc1cc(C)n2nc(CNS(=O)(=O)c3ccc(CC(C)C)cc3)nc2n1	i	0.7	3	-2	-2	6	-8	1	-4
Cc1cc(NS(=O)(=O)c2ccc(NC(=O)c3ccco3)cc2)no1	i	1.1	-4	-1	-2	5	2	0	-5
O=C(CCl)N(Cc1ccccc1)c1ccccc1	i	-0.6	-34	-2	3	0	8	-8	-3

The results go on.
SMILES	Neddyl block	MsrA inh	CendR NRP1 mod	MsrA act	Rin1 Abl inh	SKN-1 block	eLon inh	MT1-MMP act inh	FAS TE block
O=C(Cn1nnc2ccccc21)c1ccc(Cl)cc1	i	-0.5	-2	-9	3	-8	3	0	-5
CCCCCCCCN1C(=O)[C@H](CC(=O)NCc2cccc3ccccc23)C[C@@]2(C(=O)OC)CCCCC=C12	i	0.9	-5	-5	.	-2	3	-2	14
Nn1c(SCC(=O)NCc2ccccc2)nnc1C1CC1	i	-1.8	-17	-7	-1	0	-7	-4	-5
Cc1cccc(C(=O)N2N=C(c3ccc(NS(C)(=O)=O)cc3)CC2c2cccs2)c1 (centres undefined)	i	-0.5	3	-5	1	3	3	0	8
CC(=O)c1ccc(N2C(=NC(=O)CCc3ccccc3)SC3CS(=O)(=O)CC32)cc1 (centres undefined)	i	0.3	3	-3	-2	23	-12	1	12
CCn1c2ccccc2c2cc(N=C3SC(CC(=O)Nc4ccccc4)C(=O)N3C)ccc21 (centres undefined)	i	1.6	-2	0	3	12	-8	6	15
COc1ccc(S(=O)(=O)NCC2(N3CCOCC3)CCCCC2)cc1OC	i	-1.1	7	0	1	30	0	-4	-6
CC1CC=C(c2ccccc2)C(=S)N1 (centres undefined)	i	0.3	-1	-9	-6	14	-8	4	-8
COc1cccc(NC(=O)COc2cccc3c2CCNC3=O)c1	i	0.2	-2	-1	-1	-2	-5	-1	-4
Cc1cccn2c(CN3CCCN(C=O)CC3)c(C(=O)N(C)CCc3ccccc3)nc12	i	-0.5	1	3	-1	-11	5	2	-2
Cc1ccccc1N1C(=O)c2cc(S(N)(=O)=O)c(Cl)cc2NC1C (centres undefined)	.	-0.3	5	-1	-1	5	7	2	-2
Cc1ccc(CSCc2ccc(C(=O)NC3CCCC3)o2)cc1	i	-1.2	-15	-4	-2	-6	-2	-1	-6
Cc1ccc(N2C(=O)SC(N(CC(=O)O)c3cccc(C)c3)C2=O)cc1 (centres undefined)	i	-0.3	14	-10	-1	4	2	1	-11
COc1ccc(NC(=O)c2oc3ccccc3c2NC(=O)c2ccco2)cc1	i	1.3	2	0	1	1	-12	3	31
C=CCNC(=O)c1ccccc1NC(=O)c1ccccc1SC	i	0.1	18	-10	-4	16	5	-2	-2
Cc1ccc(NC(=O)CSc2nc(N)cc(=O)[nH]2)cc1S(=O)(=O)N1CCCCC1	i	0.1	2	0	5	2	5	1	-1
CNC(=O)CSc1cnc2ccccc2n1	i	1.7	-12	-3	-1	-10	-3	0	-6
CCC(C)NC(=S)Nc1ccc(C(=O)OC)cc1 (centres undefined)	i	-0.4	-1	-1	0	11	1	-1	-4
CCCCN(C(=O)c1cc(S(=O)(=O)N2CCCCCC2)ccc1OC)c1c(N)n(CCC)c(=O)[nH]c1=O	i	1.4	10	-12	0	10	-4	-6	-8
CCOC(=O)C1(C)CCCN1C(=O)c1cccc(F)c1 (centres undefined)	i	0.2	6	-2	1	11	-4	-1	-10
COc1ccc(C)cc1NC(=O)ON=C1CCCCC1	i	0.4	5	-5	1	1	1	2	3
CC(C)Oc1ccc2ccccc2c1CNC[C@H]1O[C@@H](n2ccc(N)nc2=O)[C@H](O)[C@@H]1O	i	0.2	-4	-1	-2	-6	1	1	-5
CC1(C)Cc2c(sc3c2c(N)nc(=S)n3Cc2ccc(Br)cc2)CO1	i	-0.4	-9	-8	0	15	3	8	-1
CCOC(=O)/C=C/[C@H]1Cc2ccccc2CO1	i	0.8	7	-7	1	3	1	-1	-4
CCCn1c(N)c(Sc2ccc(Cl)cc2)c(=O)n(CCC)c1=O	i	-1.0	-3	-1	-1	4	-9	1	2

(cont.)
SMILES	Neddyl block	MsrA inh	CendR NRP1 mod	MsrA act	Rin1 Abl inh	SKN-1 block	eLon inh	MT1-MMP act inh	FAS TE block
CSc1ccc(CN(C)Cc2nc3cc(C(F)(F)F)ccc3c(=O)[nH]2)cc1	i	-0.8	1	-13	1	1	4	3	41
CSc1ccc(CN(C)CC(=O)Nc2c(F)cccc2F)cc1	i	-1.6	8	-5	1	3	-3	6	4
CC(C)(C)NC(=O)NC(=O)CN1CCC(Cc2ccccc2)CC1	i	2.1	15	-1	1	3	-4	-2	-6
O=C(c1ccccn1)N1CCCC(N2CCN(c3ccc(F)cc3)CC2)C1 (centres undefined)	i	0.1	6	-4	-2	13	-2	1	-7
Cc1ccc(NC(=S)N2CCOCC2)c(C)c1	i	1.0	-2	-4	-1	-2	-1	2	-7
COc1ccccc1CNS(=O)(=O)c1cc(CN2C(=O)c3cccnc3C2=O)ccc1OC	i	-0.3	7	-1	1	-19	-1	-3	-4
COc1ccc(C(=O)NC(NC(=O)c2ccc(OC)cc2)c2ccccc2F)cc1	i	-1.2	2	-12	-1	1	-4	1	-4
CN1CCN(CCc2nc3cc(NC(=O)c4ccco4)ccc3n2C)CC1	i	1.6	10	-2	4	3	0	-4	-2
Cc1cc(SC(C)C(=O)O)nc2ccccc12 (centres undefined)	i	0.9	13	-1	-28	-3	2	0	-4
O=C1CCCCN1CCc1c[nH]c2ccccc12	i	0.3	1	-3	-4	10	14*	-1	-2
O=C(CCN1C(=O)C2CCCCC2C1=O)Nc1ccc(Br)cc1F (centres undefined)	i	-1.4	8	-1	-2	5	-18	0	-3

Exported with bars between the fields: part of the list above.
structure | Neddyl block | MsrA inh | CendR NRP1 mod | MsrA act | Rin1 Abl inh | SKN-1 block | eLon inh | MT1-MMP act inh | FAS TE block
CC1(C)Cc2c(sc3c2c(N)nc(=S)n3Cc2ccc(Br)cc2)CO1 | i | -0.4 | -9 | -8 | 0 | 15 | 3 | 8 | -1
CCOC(=O)/C=C/[C@H]1Cc2ccccc2CO1 | i | 0.8 | 7 | -7 | 1 | 3 | 1 | -1 | -4
CCCn1c(N)c(Sc2ccc(Cl)cc2)c(=O)n(CCC)c1=O | i | -1.0 | -3 | -1 | -1 | 4 | -9 | 1 | 2
CSc1ccc(CN(C)Cc2nc3cc(C(F)(F)F)ccc3c(=O)[nH]2)cc1 | i | -0.8 | 1 | -13 | 1 | 1 | 4 | 3 | 41
CSc1ccc(CN(C)CC(=O)Nc2c(F)cccc2F)cc1 | i | -1.6 | 8 | -5 | 1 | 3 | -3 | 6 | 4
CC(C)(C)NC(=O)NC(=O)CN1CCC(Cc2ccccc2)CC1 | i | 2.1 | 15 | -1 | 1 | 3 | -4 | -2 | -6
O=C(c1ccccn1)N1CCCC(N2CCN(c3ccc(F)cc3)CC2)C1 (centres undefined) | i | 0.1 | 6 | -4 | -2 | 13 | -2 | 1 | -7
Cc1ccc(NC(=S)N2CCOCC2)c(C)c1 | i | 1.0 | -2 | -4 | -1 | -2 | -1 | 2 | -7
COc1ccccc1CNS(=O)(=O)c1cc(CN2C(=O)c3cccnc3C2=O)ccc1OC | i | -0.3 | 7 | -1 | 1 | -19 | -1 | -3 | -4
COc1ccc(C(=O)NC(NC(=O)c2ccc(OC)cc2)c2ccccc2F)cc1 | i | -1.2 | 2 | -12 | -1 | 1 | -4 | 1 | -4
CN1CCN(CCc2nc3cc(NC(=O)c4ccco4)ccc3n2C)CC1 | i | 1.6 | 10 | -2 | 4 | 3 | 0 | -4 | -2
Cc1cc(SC(C)C(=O)O)nc2ccccc12 (centres undefined) | i | 0.9 | 13 | -1 | -28 | -3 | 2 | 0 | -4
O=C1CCCCN1CCc1c[nH]c2ccccc12 | i | 0.3 | 1 | -3 | -4 | 10 | 14* | -1 | -2
